# Bioassay records as filed in PubChem.
# RXFP1 agonist = RXFP1 (human) receptor agonism; Q9HBX9; HEK293T-RXFP1 cAMP TR-FRET, 30 min; response scale: percent of porcine relaxin response, buffer zero; Potency, µM (titrated, usually from 57.5 µM), without a hit: at the highest dose activation, actives largely listed as activators; 370,000 compounds, 0.3% hits; AID 2676; note: potency is the fitted concentration of half-maximal effect; % is set by controls: 0 for no effect and ±100 for the full control effect; nearly all actives have a fitted effect of over 60% in size; many of its hits are not listed in these tables
# Target sequence (Q9HBX9 whole entry, looked up): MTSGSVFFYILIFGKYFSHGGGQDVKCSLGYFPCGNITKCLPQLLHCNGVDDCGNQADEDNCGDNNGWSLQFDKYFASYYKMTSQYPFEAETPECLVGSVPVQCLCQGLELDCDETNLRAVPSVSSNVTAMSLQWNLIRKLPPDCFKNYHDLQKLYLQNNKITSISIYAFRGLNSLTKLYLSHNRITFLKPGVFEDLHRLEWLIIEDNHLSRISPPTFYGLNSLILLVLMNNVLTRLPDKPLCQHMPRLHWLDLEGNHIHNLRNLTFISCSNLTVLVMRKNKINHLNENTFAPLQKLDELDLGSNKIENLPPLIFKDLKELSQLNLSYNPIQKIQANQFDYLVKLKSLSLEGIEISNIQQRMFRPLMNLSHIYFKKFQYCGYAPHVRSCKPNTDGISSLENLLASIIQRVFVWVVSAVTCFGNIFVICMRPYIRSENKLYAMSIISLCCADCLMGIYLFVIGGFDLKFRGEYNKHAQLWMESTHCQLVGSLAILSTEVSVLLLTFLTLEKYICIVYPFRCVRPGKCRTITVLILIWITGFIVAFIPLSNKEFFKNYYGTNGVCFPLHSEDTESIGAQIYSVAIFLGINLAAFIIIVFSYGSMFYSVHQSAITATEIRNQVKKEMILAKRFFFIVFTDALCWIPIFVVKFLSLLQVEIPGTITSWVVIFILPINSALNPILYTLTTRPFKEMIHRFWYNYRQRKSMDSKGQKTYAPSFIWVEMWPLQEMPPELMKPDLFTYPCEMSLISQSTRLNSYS
#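 Agonist response is measured as cAMP accumulation in an RXFP1-transfected HEK293T line under PDE4 inhibition. Values are scaled between buffer-only and 29 nM porcine relaxin, and EC50s come from standard Hill equation fits.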
# Vif-APOBEC3G blk = Vif-A3G binding inhibition. Q9HC16. HeLa A3G-eYFP + Vif (tagged APOBEC3G with the HIV-1 protein that degrades it), YFP fluorescence, overnight. Potency, µM (top dose mostly 46.1 µM), inactives show top-dose activity, negative = active, hits mostly inhibitors. 410,000 compounds, 0.076% hits;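 note: potency is the fitted concentration of half-maximal effect; % is set by controls: 0 for no effect and ±100 for the full control effect; nearly all actives have a fitted effect of over 60% in size; hits raise eYFP signal because A3G escapes Vif-driven loss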
#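 Read-out is eYFP fluorescence (Ex 488/Em 500-530) from Vif-expressing HeLa A3G-eYFP cells; more signal means A3G escaped Vif-mediated degradation. Cells plated overnight, compound pinned in, incubated overnight at 37 deg C.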
# D1 potentiator = enhances dopamine response at the human D1 receptor; P21728; HEK293 TREx D1 cells, calcium flux, dopamine EC20 potentiation; potentiation, % at 10 µM; 360,000 compounds, 0.036% hits; in the data active = potentiation above about 30%; note: 0% is about no effect
# LDHA block = inhibitors of human lactate dehydrogenase A | purified LDHA, NADH/diaphorase-resazurin fluorescence; hits give low values | activity change, % (values are at about 110 or 230 µM) | 480,000 compounds, 0.15% hits | AID 1347041; in the data active = activity change below about -30%; inconclusive = mostly about -25% to -30%;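 note: plate controls were DMSO wells for no effect and wells without enzyme for full effect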
#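 LDH5 2 nM; NADH 0.06 mM, pyruvate 0.2 mM; 200 mM Tris pH 7.4, EDTA, Tween-20; 5 min RT. Detection: diaphorase 0.133 mg/mL + resazurin 37 µM, fluorescence ex540/em590 at 0 and 20 min; normalized to enzyme-free and DMSO wells.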
# D2 PAM = positively modulates the human D2 dopamine receptor allosterically | 340,000 compounds, 0.34% hits | AID 485347 | P14416 | potentiation, % at 10 µM | HEK293 T-REx D2, calcium flux, EC20 dopamine potentiation;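 active = potentiation over 3 SD above the plate norm, cut at about 30% in these data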; note: 0% is about no effect
#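 Tetracycline-induced Hek293 Trex D2 cells, force-coupled to calcium, loaded with no-wash calcium dye. Compound added with 180 s kinetic read for agonism, then EC20 dopamine and a further 180 s read for potentiation.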
# Vif-A3F inh = inhibitors of Vif-A3F interaction. HeLa A3F-eYFP + Vif (tagged APOBEC3F with the HIV-1 protein that degrades it), YFP fluorescence increase. Potency, µM (doses to about 46.1 µM), inactives show at the top dose activity, negative = active. 390,000 compounds, 0.2% hits. AID 602313; note: potency is the fitted concentration of half-maximal effect; % of control where 0% means no effect; nearly all actives have a fitted effect of over 65% in size
#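 HeLa cells stably expressing Vif plus C-terminally eYFP-tagged A3F were seeded, incubated overnight at 37 deg C, dosed with compound, incubated overnight again at 37 deg C. Yellow fluorescence (Ex 488/Em 500-530) reported blocked Vif-mediated A3F-eYFP degradation.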
# D1 antag = antagonists of human D1 dopamine receptor | 360,000 compounds, 3.2% hits | P21728 | AID 504652 | HEK293 TREx D1 cells, calcium flux, dopamine EC80; hits give low values | activity change, negative = inhibition, % at 10 µM; in the data active = activity change below about -30%; note: % is set by controls: 0 for no effect and ±100 for the full control effect
#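 Inducible Hek293 Trex D1 cells (tetracycline, overnight, 30 C). Calcium dye 30–90 min RT. Antagonist mode: EC80 dopamine added after 180 s compound read.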
# Glioma ERSR ind = ER stress response induction in glioma; U87-MG GRP78 promoter luciferase reporter, 16 h; Potency, µM, inactives show at the top dose activation, actives largely listed as activators; 420,000 compounds, 0.02% hits; note: potency is the fitted concentration of half-maximal effect; series mostly up to about 76 µM; % of control where 0% means no effect; nearly all actives have a fitted effect of over 35% in size
#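 ERSR induction read as luciferase luminescence (Bright-Glo, 10 min at room temperature) in stably transfected human U87-MG glioma cells exposed to compounds for 16 h, using GRP78 as sensor.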
# D1 ag = agonists of human D1 dopamine receptor; P21728; HEK293 T-REx D1 cells, calcium flux, agonist mode; activation, % at 2 µM; 360,000 compounds, 1% hits; in the data active = activation above about 30%; note: 0% is about no effect
#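 Agonism was scored from calcium flux recorded over 180 s (1 read/s) after pintool compound addition, following a 10-cycle baseline. Cells were inducible force-coupled HEK293 TREx D1, plated overnight at 30 C and loaded with no-wash calcium dye.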
# * marks the source's active call; other numbers are inactive results; ? = inconclusive; . = not tested or not shown; & = joins results of further samples. Unless noted, calls come from the whole dose curve; as a rule, active = well fitted curve in the direction sought with a large enough effect; inconclusive = small, poorly fitted or top-dose-only effect, or another doubt; inactive = no such curve, though single readings can be large; an effect the other way counts as inactive or inconclusive.
SMILES,RXFP1 agonist,Vif-APOBEC3G blk,D1 potentiator,LDHA block,D2 PAM,Vif-A3F inh,D1 antag,Glioma ERSR ind,D1 ag
C=CCNC(=O)c1cccc(C(F)(F)F)c1,-0.2%,0%,2,-5,20,2%,5,-4%,2
CC(CC(=O)O)C(=O)c1ccc(Cl)c([N+](=O)[O-])c1 (centres undefined),-0.5%,-1%,-8,4,-8,-2%,-12,16%,2
CCCNC(=O)CN1CCN(c2ccc(NC(=O)c3ccc(OC)cc3)cc2C(=O)O)CC1,-1.7%,2%,-2,0,.,4%,12,0%,2
CC1(C)O[C@@H]2[C@H](O1)[C@@H](COS(=O)(=O)O)O[C@H]2n1c(=S)[nH]c2c(=O)[nH]c(N)nc21,-2.2%,4%,0,2,5,1%,2,0%,0
COc1ccc(Nc2c(-c3ccc(C)o3)nc3ccc(Cl)cn23)cc1,4.9%,-2%,-1,-3,.,2%,-2,2%,4
O=C(Nc1ccc2c(c1)OCO2)C1CC(=O)N(c2ccccc2)C1 (centres undefined),-1.1%,4%,-6,-11,.,-12%,11,-1%,0
CC1(C)CC(CCNS(=O)(=O)c2ccccc2)(c2ccccc2)CCO1 (centres undefined),1.6%,0%,-9,-4,-8,1%,6,0%,1
O=S(=O)(NCCNc1nccc(C(F)(F)F)n1)c1ccccc1,0.0%,-2%,-1,2,-3,-8%,3,-5%,0
O=C(CCNC(=O)c1ccc(Cl)cc1)NC1CCCc2ccccc21 (centres undefined),1.8%,8%,-2,-2,-5,5%,-24,-4%,1
CCCCN(CCCNC(=O)C1CCCN(S(=O)(=O)CC)C1)Cc1ccccc1 (centres undefined),0.8%,0%,1,-5,-8,0%,-4,-1%,1
O=C(Nc1nnc(-c2ccc(Cl)cc2)o1)c1cccc(N2C(=O)CCC2=O)c1,0.0%,2%,2,2,3,-5%,-7,-4%,1
CCC1(CC)NC(=S)NC1=S,.,1%,.,-1,.,0%,.,-3%,.
Cc1nc(SCC(C)C)[nH]c(=O)c1Cc1ccccc1,2.1%,-8%,0,1,1,-13%,-29,0%,3
Cc1c(C)c2ccc(OCC(=O)Nc3cccnc3)cc2oc1=O,14%,0%,2,-2,-5,-9%,41,1%,2
CCOc1ccc(C(=O)NN2CCOCC2)cc1,-2.8%,2%,-1,-7,-7,2%,20,0%,1
O=C(OC1CCCCC1)c1ccc(NC(=O)c2ccco2)cc1,-0.5%,-6%,0,0,9,-2%,2,8%,-1
O=C(Cn1nnc(-c2ccc(OCc3ccccc3F)cc2)n1)N1CCOCC1,0.2%,-1%,-9,-17,-1,1%,-11,6%,11
CN1CCN(C(=O)CCN2C(=O)/C(=C\c3ccc(F)cc3)SC2=S)CC1,.,1%,.,1,.,-21%,.,-2%,.
Cc1nc(SCC(=O)N2c3ccccc3NC(=O)CC2C)c2c(C)c(C)sc2n1 (centres undefined),3.4%,-12%,-7,-2,1,-3%,20,0%,2
NC(=O)/C(=C\c1ccccc1)NC(=O)c1ccc(NC(=O)c2ccccc2)cc1,0.3%,-5%,-6,1,4,1%,-4,3%,0

# The final 7 compounds of the section before open the next one.
SMILES,RXFP1 agonist,Vif-APOBEC3G blk,D1 potentiator,LDHA block,D2 PAM,Vif-A3F inh,D1 antag,Glioma ERSR ind,D1 ag
Cc1c(C)c2ccc(OCC(=O)Nc3cccnc3)cc2oc1=O,14%,0%,2,-2,-5,-9%,41,1%,2
CCOc1ccc(C(=O)NN2CCOCC2)cc1,-2.8%,2%,-1,-7,-7,2%,20,0%,1
O=C(OC1CCCCC1)c1ccc(NC(=O)c2ccco2)cc1,-0.5%,-6%,0,0,9,-2%,2,8%,-1
O=C(Cn1nnc(-c2ccc(OCc3ccccc3F)cc2)n1)N1CCOCC1,0.2%,-1%,-9,-17,-1,1%,-11,6%,11
CN1CCN(C(=O)CCN2C(=O)/C(=C\c3ccc(F)cc3)SC2=S)CC1,.,1%,.,1,.,-21%,.,-2%,.
Cc1nc(SCC(=O)N2c3ccccc3NC(=O)CC2C)c2c(C)c(C)sc2n1 (centres undefined),3.4%,-12%,-7,-2,1,-3%,20,0%,2
NC(=O)/C(=C\c1ccccc1)NC(=O)c1ccc(NC(=O)c2ccccc2)cc1,0.3%,-5%,-6,1,4,1%,-4,3%,0
COc1ccc(/C=C/C(=O)c2ccc(C(=O)/C=C/c3ccc(OC)c(OC)c3)cc2)cc1OC,2.6%,-19%,-4,-8,1,?,-19,-2%,27
CCOC(=O)CSc1nc2cccnc2n1-c1ccc(F)cc1,0.8%,1%,-4,-9,20,-1%,-1,-6%,-2
Cc1cc(NC(=O)CSc2nnnn2-c2ccc(F)cc2)no1,1.3%,-9%,2,-4,-3,-9%,-5,-4%,6
COc1cc(C(=O)NN2C(=O)NC3(CCC(C)CC3)C2=O)ccc1OC(F)F (centres undefined),.,-2%,.,-13,.,1%,.,0%,.
COc1ccc(OC)c(S(=O)(=O)ON2C(=O)c3ccccc3C2=O)c1,-0.1%,?,0,-4,1,2%,-8,-8%,6
COc1cc(CCC(=O)N2CCN(c3ncccn3)CC2)cc(OC)c1OC,-0.8%,-8%,-3,0,0,-3%,-1,-2%,4
O=C(O)CCCCCN1C(=O)/C(=C/c2ccncc2)SC1=S,1.1%,-10%,-6,22,7,3%,4,-10%,3
CCNC(=O)/C(C#N)=C/c1c(N2CCN(c3cccc(Cl)c3)CC2)nc2c(C)cccn2c1=O,5.8%,-7%,-1,-1,-2,0%,-2,-5%,1
Cc1ccc(S(=O)(=O)N2CCCc3cc(NC(=O)c4cccc(Cl)c4)ccc32)cc1,-0.1%,4%,-1,-3,6,4%,-2,2%,3
COc1cccc(CC(=O)Nc2ccc(S(=O)(=O)N3CCOCC3)cc2)c1,-2.4%,0%,-2,1,6,-3%,4,-2%,5
O=C(CNC(=O)c1cccc(Cl)c1)NCCCSc1ccccc1,-0.6%,2%,1,-3,-3,-8%,-13,-4%,1
CCOc1ccccc1N1CCN(CC(=O)Nc2ccnn2C2CCCC2)CC1,-0.6%,8%,-15,-1,-19,0%,-13,1%,8
COc1ccc(CN2CCN(Cc3csc(C(C)=O)c3)CC2CCO)c(C)c1C (centres undefined),-1.1%,-4%,-3,-4,-29,17%,4,-4%,6
COc1ccc(Cc2nc3ccc(C(=O)N4C[C@@H](C)O[C@@H](C)C4)cc3o2)cc1OC,0.7%,4%,-2,-2,2,1%,-11,4%,3
C=CCNC(=S)N1CCc2c([nH]c3ccccc23)C1C (centres undefined),-3.4%,-1%,-5,-6,-21,-7%,-18,-1%,2
N#CC1=C(N)Oc2c(oc(CO)cc2=O)C1c1cccs1 (centres undefined),0.6%,1%,-5,23,10,-2%,13,-4%,1
O=C(NCCCn1ccnc1)c1ccc(S(=O)(=O)Nc2ccccc2)cc1,3.7%,0%,3,-3,3,7%,-1,-3%,0
O=C(NC1CCCCC1)N(Cc1nc2ccccc2c(=O)[nH]1)C1CCCC1,2.0%,0%,5,-9,7,8%,-64*,-2%,0
CCC(=O)Nc1c2c(nn1-c1ccc(OC)cc1)CSC2,0.3%,-1%,-6,-4,-7,9%,5,-3%,4
Cc1cc(=O)n(CC(C)C)c(O)c1C#N,-0.2%,0%,1,18,.,-8%,0,-3%,4
Nc1cc(N2CCCCCC2)c2nonc2c1[N+](=O)[O-],2.0%,?,-4,1,-2,?,0,1%,34*
Cc1cccc(-c2noc(CN(C3CCCCC3)S(=O)(=O)c3ccc(F)cc3)n2)c1,-1.0%,2%,-1,-6,-12,10%,-9,-2%,15
CCC(=O)NCCCc1nc2ccccc2n1Cc1ccccc1F,0.0%,1%,3,0,3,13%,5,-1%,1
COc1ccc(CCNC(=O)CCNC(=O)N2CC(=O)Nc3ccccc32)cc1,2.0%,0%,2,-2,-2,4%,29,-7%,2
COc1cccc(CNC(=O)c2nnn(CC(=O)Nc3cc(Cl)ccc3C)c2N)c1,-0.5%&0.0%,0%&-4%,0&3,-9&-15,-14&-9,6%&2%,3&-5,-7%&-3%,25&0
O=C(c1ccc([N+](=O)[O-])cc1)N(Cc1cccs1)C1CCS(=O)(=O)C1 (centres undefined),-1.2%,-2%,0,-7,13,-26%,-6,-2%,2
COn1c(-c2ccccc2)nc2ccc(Cl)cc21,2.0%,-9%,-7,-3,9,-15%,-65*,6%,3
COc1cc([N+](=O)[O-])ccc1NC(=O)CCCOc1ccccc1,-3.2%,-1%,-6,-1,15,-18%,-11,-3%,4
c1ccc(NN(Cc2ccccn2)c2ccccc2)cc1,.,1%,.,-7,.,-10%,.,-4%,.
O=Cc1c(Cl)nc2ccccn12,15%,-3%,-2,-9,4,-16%,6,-2%,3
O=C(N/N=C/c1cccnc1)C12CC3CC(CC(C3)C1)C2,-1.1%,-2%,1,-1,2,6%,3,-3%,2
Cc1ccc(C(C)C)c(OCC(O)CN2CC(C)OC(C)C2)c1 (centres undefined),-1.1%,-1%,-3,-2,-8,4%,-4,-2%,1
O=C(NC(=S)Nc1cccnc1Cl)c1ccco1,1.6%,0%,-3,-8,0,3%,13,-2%,1
Clc1ccc(CSc2nc3ccncc3[nH]2)cc1,0.5%,-1%,-9,-11,15,1%,-15,-9%,10
O=C(CSC1=NCCS1)N1CCOCC1,0.7%,0%,-1,1,-7,1%,4,-2%,2
Cc1cc(=O)oc2cc(OCCSCCN3CCCCC3)ccc12,1.9%,-1%,-4,-2,-10,1%,-37*,-3%,1
O=C(Nc1ccc(F)c(Cl)c1)C1CCN(c2ncccn2)CC1,-0.1%,0%,0,-2,-3,-1%,2,2%,2
CC(C)NC(=O)c1cnc(N2CCN(c3ccccn3)CC2)c2ccccc12,-3.2%,1%,-2,-6,7,4%,-19,-5%,7

# Only part of the results is shown (hit frequency here may not be typical).
